STK33 kinase inh: inhibitors of human STK33 kinase. Q9BYT3. purified STK33, MBP phosphorylation, ADP-Glo luminescence. inhibition, % at 10 µM. 320,000 tested, 0.073% active;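 active means inhibition at or above 25%, using the most active replicate where run in duplicate; inactive means inhibition below 25%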
Target sequence (Q9BYT3 whole entry, looked up): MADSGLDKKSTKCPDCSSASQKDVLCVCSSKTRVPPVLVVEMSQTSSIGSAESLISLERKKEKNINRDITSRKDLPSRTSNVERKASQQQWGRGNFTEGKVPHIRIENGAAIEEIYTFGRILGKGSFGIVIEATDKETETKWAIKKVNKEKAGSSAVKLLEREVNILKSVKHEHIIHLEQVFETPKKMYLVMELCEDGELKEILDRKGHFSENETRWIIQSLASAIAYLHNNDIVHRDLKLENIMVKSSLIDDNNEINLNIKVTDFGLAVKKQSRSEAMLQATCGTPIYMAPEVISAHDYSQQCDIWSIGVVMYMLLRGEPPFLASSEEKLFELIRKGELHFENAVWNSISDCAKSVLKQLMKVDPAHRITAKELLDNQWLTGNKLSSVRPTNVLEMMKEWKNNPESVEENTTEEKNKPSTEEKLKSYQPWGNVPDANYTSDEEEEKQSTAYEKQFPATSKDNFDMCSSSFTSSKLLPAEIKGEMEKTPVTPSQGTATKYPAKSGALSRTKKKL
OX1R antag-1: OX1R (human) antagonism | O43613 | OX1R-expressing cells, FRET antagonist read-out | inhibition, % at 6.6 µM | 330,000 tested, 1.8% active | AID 485270; in the data active means inhibition mostly above about 38%, no sharp cut-off; inactive means mostly below about 40%;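 further: 0% = agonist challenge alone and 100% = reference antagonist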
Target sequence (O43613 whole entry, looked up): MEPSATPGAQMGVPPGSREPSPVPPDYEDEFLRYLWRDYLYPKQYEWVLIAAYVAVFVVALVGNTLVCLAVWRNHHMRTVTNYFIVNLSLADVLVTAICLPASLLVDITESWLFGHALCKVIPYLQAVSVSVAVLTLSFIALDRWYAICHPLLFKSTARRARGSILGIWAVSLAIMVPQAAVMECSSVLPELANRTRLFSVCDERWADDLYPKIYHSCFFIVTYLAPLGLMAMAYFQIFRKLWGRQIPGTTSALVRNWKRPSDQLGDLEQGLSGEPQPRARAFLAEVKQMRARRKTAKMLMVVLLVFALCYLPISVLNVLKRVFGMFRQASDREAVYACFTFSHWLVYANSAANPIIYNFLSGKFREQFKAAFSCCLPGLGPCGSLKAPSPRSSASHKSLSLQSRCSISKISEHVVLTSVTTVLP
OX1R antag-2: human HCRTR1 antagonism; inhibition, % at 5 µM; AID 434989; CHO/OX1R cells, Fluo-8 calcium fluorescence, orexin A; 330,000 tested, 0.43% active;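 active means inhibition above its plate's threshold, mean inhibition of all tested compounds on the plate plus 3 SD, cut at about 37% in these data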;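 further: 0% = orexin A challenge wells and 100% = SB-334867-A antagonist wells; not every result past the cut was called active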
Starred values were filed as active, the others as inactive; / = not tested or not shown.

SMILES | STK33 kinase inh | OX1R antag-1 | OX1R antag-2
C[C@H](CCCC/C=C/C(=O)O)O[C@@H]1O[C@@H](C)[C@H](O)C[C@H]1O | 0.8 | 0 | 1
COC(=O)Cc1csc(Nc2ccccc2)n1 | -7.9 | 8 | 1
CCN1CCN(C(=O)Nc2ccc(Cc3ccc(NC(=O)N4CCN(CC)CC4)cc3)cc2)CC1 | 0.1 | -1 | -1
Cc1[nH]c2ccccc2c1/C=N/NC(=O)CNC(=O)COc1ccccc1 | -1.3 | 9 | -22
NC(=O)c1ccc(NC(=O)COC(=O)/C=C/c2cn(-c3ccccc3)nc2-c2cccnc2)cc1 | -0.5 | 7 | -4
CC1(C)CC2(CCO1)OC(=O)CC2C(=O)NCc1ccccc1 (stereo not drawn) | -0.9 | 12 | -14
COc1ccc(-c2nnc(SCC(C)C)o2)cc1 | -0.6 | 21 | -10
Cc1ccc(C(=O)N/C(=C\c2cccs2)C(=O)NCCc2c[nH]c3ccccc23)cc1 | -0.3 | 26 | -25
CC(C)N1C(=O)C2C(C(=O)NC3CCCCC3)C3C=CC2(O3)C1C(=O)NC1CCCCC1 (stereo not drawn) | -1.3 | 9 | -1
O=C(c1cnc(-c2ccccc2)s1)c1ccc(Cl)cc1Cl | -1.3 | 8 | -21
O=C(CCc1ccc(S(=O)(=O)NC2CCCCC2)cc1)Nc1ccccc1 | -2.5 | 19 | -22
CC(=O)Nc1ccc(NC(=O)CSc2nnnn2-c2ccccc2F)cc1 | 0.3 | 10 | -8
Cc1cccc(NC(=O)c2cc(-c3c(C)cc(C)cc3O)n[nH]2)c1 | -1.7 | 18 | 6
CN(C)c1ccc(C=NCC2(O)CCOC(C)(C)C2)cc1 (stereo not drawn) | -1.5 | 10 | -12
CCCCOC(=O)c1ccc(NC(=O)c2c(OC)cccc2OC)cc1 | -1.5 | 17 | -31
NS(=O)(=O)c1ccc(CCNC(=O)c2ccccc2OCc2ccc(F)cc2)cc1 | 0.7 | 11 | -6
CCCCNC(=O)CSc1nc2ccccc2n1S(=O)(=O)c1ccc(Br)cc1 | -3.4 | 13 | -14
CC(=O)Nc1ccc(NC(=O)CSc2ccc3nnc(CCNC(=O)c4ccccc4)n3n2)cc1 | 0.6 | 6 | -14
Cc1cccc(S(=O)(=O)NCCc2ccccc2)c1 | -0.9 | 11 | -6
O=C(NCC(=O)N1CCC2(CC1)NCCc1[nH]cnc12)c1cccc(Cl)c1 | 0.1 | -2 | -9

Arranged by the number under OX1R antag-1 (highest first): 6 of the compounds above
Structure,STK33 kinase inh,OX1R antag-1,OX1R antag-2
O=C(CCc1ccc(S(=O)(=O)NC2CCCCC2)cc1)Nc1ccccc1,-2.5,19,-22
Cc1cccc(NC(=O)c2cc(-c3c(C)cc(C)cc3O)n[nH]2)c1,-1.7,18,6
CCCCNC(=O)CSc1nc2ccccc2n1S(=O)(=O)c1ccc(Br)cc1,-3.4,13,-14
Cc1cccc(S(=O)(=O)NCCc2ccccc2)c1,-0.9,11,-6
CN(C)c1ccc(C=NCC2(O)CCOC(C)(C)C2)cc1 (stereo not drawn),-1.5,10,-12
CC(=O)Nc1ccc(NC(=O)CSc2ccc3nnc(CCNC(=O)c4ccccc4)n3n2)cc1,0.6,6,-14

New compounds follow
SMILES | STK33 kinase inh | OX1R antag-1 | OX1R antag-2
CN(C)c1ccc(/C=C/c2cccc[n+]2[O-])cc1 | -4.1 | 28 | 0
COc1cccc(C(=O)Nc2ccc(S(=O)(=O)Nc3cc(C)nc(C)n3)cc2)c1 | 2.1 | 5 | -25
Cc1cc(C)n2cc(CSc3nnc(-c4ccccc4)o3)nc2n1 | -0.4 | 12 | -15
Cc1c(C(=O)N/N=C/c2ccncc2)no[n+]1[O-] | 0.7 | 11 | -5
COc1ccc2[nH]c(C)c(-c3csc(N)n3)c2c1 | -0.4 | 34 | 12
O=C(COC(=O)C1CC1)Nc1c(Cl)cccc1C(F)(F)F | 0.4 | 20 | -14
O=C(Cn1ncc2c(=O)oc3ccccc3c21)N1CCCN(Cc2ccccc2F)C1 | -0.9 | 20 | -30
Cc1ccc(C(=O)NC2CC(C)(C)NC(C)(C)C2)cc1 | -1.0 | 37 | 3
Cc1cc(C(=O)CSc2nc(N)cc(N)n2)c(C)n1C1CC1 | 1.8 | 15 | 0
CC(Oc1cc2oc(=O)c3c(c2cc1Cl)CCC3)C(=O)NCCCN1CCOCC1 (stereo not drawn) | -0.5 | 1 | -17
CCc1ccc(NC(=O)C(=S)NC2CCCCC2)cc1 | -0.6 | 2 | -11
CN(C)c1oc(-c2ccccc2)nc1C#N | -0.7 | 5 | 1
CC(C)(C)NC(=O)C(c1ccc(F)cc1)N(Cc1ccccc1Cl)C(=O)c1ccn[nH]1 (stereo not drawn) | -2.4 | 9 | -20
CN(C(=O)COC(=O)c1cc(-c2ccco2)nc2ccccc12)C1CCS(=O)(=O)C1 (stereo not drawn) | 0.5 | 12 | -9
CCCN=C1CC(C)(C)CC(=O)/C1=C(/O)CCC | -0.2 | 10 | -17
CC(=O)c1cc(F)c(N2CCN(C(=O)Cc3ccccc3)CC2)cc1C | -0.3 | 70 | 59*
O=C(Nc1ccc(C(=O)N2CCOCC2)cc1)c1cc(-c2cccnc2)nc2ccc(Br)cc12 | 0.5 | 5 | -10
C=C(C)Cc1c(C)c(C#N)c2nc3ccccc3n2c1NCCCN(C)C | -0.9 | 5 | -26
COCCNC(=O)C1CCC(CNS(=O)(=O)c2ccc3c(c2)CC(C)N3C(=O)C2CC2)CC1 (stereo not drawn) | -2.6 | 3 | -18
CC(=O)c1ccc([N+](=O)[O-])cc1 | 0.4 | 12 | -18
O=S(=O)(c1ccccc1)N1C2CCC1CC(O)(c1cccnc1)C2 (stereo not drawn) | -2.1 | 22 | -17
Cc1cc(/C=C(\C#N)C(=O)O)c(C)n1CCC(C)C | -1.5 | 31 | -10
O=C(COC(=O)c1ccc2ccccc2n1)NCc1ccccc1 | 0.5 | 14 | -1
Cc1ccn2c(=O)cc(C)nc2c1 | -2.6 | 11 | -13
COc1cc(OC)cc(C(=O)N[C@H](C(=O)Nc2ccc(F)cc2F)C(C)C)c1 | 0.0 | 12 | -13
O=C(CSc1nnc(CNC(=O)c2ccccc2F)o1)NCCc1ccccc1 | -3.2 | 12 | -26
COCc1nnc(NC(=O)C(C)C)s1 | 10 | 0 | -8
CCCn1nnnc1NCc1c(F)cccc1Cl | -1.3 | 10 | 14
O=c1[nH]cc(S(=O)(=O)N2CCOCC2)c(=O)[nH]1 | -0.1 | 5 | -7
Cc1ccc(CCNC(=O)C2CC(c3ccc(C(F)(F)F)cc3)=NO2)cc1 (stereo not drawn) | -0.1 | 2 | -21
Cc1cccc(N=Nc2c(C)c(C#N)c(O)[nH]c2=O)c1 | -0.3 | 17 | -6
N/C(=N\OC(=O)c1ccc(Br)cc1)c1ccncc1 | -0.5 | 12 | 16
O=C(NCCN1CCCC1)c1ccc(CS(=O)(=O)c2c(Cl)cccc2Cl)o1 | -3.2 | 5 | 12
CN1/C(=C\C(=O)COc2ccc3c(c2)OCO3)C(C)(C)c2ccccc21 | -0.3 | 63 | 21
COC(=O)c1ccc(Cc2ccccc2)o1 | -1.2 | 14 | -3
CCCCc1n[nH]c2c1/C(=N/O)CC(C)(C)C2 | -0.3 | 38 | 1
CCC(C)NC(=O)[C@H]1N2C(=O)c3ccccc3C2SC1(C)C (stereo partly drawn) | 0.7 | 1 | -32
O=C1C2C3C=CC(O3)C2C(=O)N1CC(O)c1ccccc1 (stereo not drawn) | -1.7 | 13 | -28
Cc1cc2n(n1)C(c1sccc1C)Nc1ccccc1-2 (stereo not drawn) | -0.9 | 7 | -3
O=C(N/N=C1\C2CN3CCN(C2)CC1(c1ccccc1)C3)Nc1ccccc1 | -0.5 | 18 | -31
CCc1ccc(CNC(=O)CCc2cn(C)c3ccccc23)cc1 | -0.9 | -6 | -5
CN(CC(=O)Nc1ccc(F)cc1)C(=O)COC(=O)c1ccc(=O)n(Cc2ccccc2)n1 | -1.7 | 7 | -28
CCOC(=O)c1ccccc1OCc1cc(/C=N/NC(=O)c2cccnc2)ccc1OC | -1.9 | 23 | -20
COCc1cc(=O)n2c([nH]c3ccccc32)c1C#N | 1.6 | -1 | -15
O=C1CCCC2=C1C(c1cn(-c3ccccc3)nc1-c1cccs1)c1c([nH]c(=O)[nH]c1=O)N2 (stereo not drawn) | 0.6 | 8 | -19
Cc1ccc(C(=O)Nc2cccc(-c3ccc(N4CCOCC4)nn3)c2)cc1C | 4.9 | 17 | -15
Cc1nc2ccc(F)cc2cc1C(=O)NCc1ccco1 | -5.2 | 21 | -28
CC1CCCN(C(=O)c2cc(N3C(=O)C4C5CCC(C5)C4C3=O)ccc2Cl)C1 (stereo not drawn) | -1.7 | 3 | -1
COc1ccc(/C=C(/NC(=O)c2ccc(C)cc2)c2nc3ccccc3[nH]2)cc1OC | 0.2 | 21 | -22
COc1ccc(N(CC(=O)NCc2ccco2)C(=O)CCC(=O)Nc2nccs2)cc1 | -0.9 | 7 | -23

Copied from the results shown for reference:
SMILES | STK33 kinase inh | OX1R antag-1 | OX1R antag-2
CCc1ccc(CNC(=O)CCc2cn(C)c3ccccc23)cc1 | -0.9 | -6 | -5
CN(CC(=O)Nc1ccc(F)cc1)C(=O)COC(=O)c1ccc(=O)n(Cc2ccccc2)n1 | -1.7 | 7 | -28
CCOC(=O)c1ccccc1OCc1cc(/C=N/NC(=O)c2cccnc2)ccc1OC | -1.9 | 23 | -20
COCc1cc(=O)n2c([nH]c3ccccc32)c1C#N | 1.6 | -1 | -15

The results go on.
SMILES | STK33 kinase inh | OX1R antag-1 | OX1R antag-2
Cc1cccc(C)c1NC(=O)Nc1ccc(S(N)(=O)=O)cc1 | -2.2 | -3 | -10
O=C(Nc1ccccc1Cl)Oc1ccc(Cl)cc1Cl | -0.1 | 4 | -28
COc1cccc(/C=N/NC(=O)CN2C(=O)NC3NC(=O)NC32)c1 (stereo not drawn) | / | 10 | -9
COCCn1c(SCC(=O)Nc2cc(C)on2)nnc1-c1ccccc1 | -0.6 | 17 | -16
COC(=O)c1cc(C(=O)N(Cc2ccccc2)c2ccccn2)cc([N+](=O)[O-])c1 | 0.7 | 20 | -22
CCOc1ccc(CCNC(=O)c2cc3ccccn3n2)cc1OCC | -0.7 | 6 | -17
O=C(COc1cccnc1[N+](=O)[O-])Nc1ccc(Cl)cc1F | 0.5 | 10 | -23
COc1ccc(OC)c(Nc2nc(-c3cccc([N+](=O)[O-])c3)nc3ccccc23)c1 | -1.2 | 24 | -22
CSc1ccccc1-n1nnnc1SCC(=O)NCc1cccs1 | 0.5 | 28 | -30
Cc1nc(-c2ccc(Cl)cc2)sc1C(=O)NN | -1.5 | 0 | -17
O=c1[nH]cnc2scc(C3COc4ccccc4O3)c12 (stereo not drawn) | 2.4 | 9 | -11
COc1cc(NC(C)=O)ccc1NC(=O)c1cc2ccccc2o1 | -1.2 | 7 | -22
COc1cc(C(=O)NNC(=O)c2n[nH]c3ccccc23)cc(OC)c1OC | 0.3 | 2 | 5
O=C(CSCc1ccccc1)Nc1ccc(S(=O)(=O)Nc2ncccn2)cc1 | 0.5 | 13 | -9
COc1ccc(CNC(=S)Nc2cc(C)ccc2C)cc1 | 0.4 | 14 | -2
CCOC(=O)C1(CCCc2ccccc2)CCN(C(=O)C2CCCO2)CC1 (stereo not drawn) | -0.6 | 5 | 6
O=C(COC(=O)C1CC(=O)N(c2ccccc2)C1)c1ccccc1 (stereo not drawn) | -0.4 | 12 | 3
O=C(Nc1ccc2c(c1)Cc1ccccc1-2)c1ccco1 | 1.2 | 4 | 1
O=C(NCc1ccco1)C1CCCN1S(=O)(=O)c1ccccc1C(F)(F)F (stereo not drawn) | 0.0 | 20 | -17
Cc1nn(C(=O)CCCC(=O)NCc2ccccc2)c2ccccc12 | 0.3 | 6 | -10
O=C(CN1CCN(C(=O)c2cccc(F)c2)CC1)Nc1ccccc1F | 5.3 | 28 | -10
CCC(c1nnnn1Cc1cccs1)N1CCN(c2nc3ccccc3s2)CC1 (stereo not drawn) | -0.3 | 13 | -16
Cc1nn(C)c(=O)n1-c1ccccc1 | 0.0 | 5 | -5
COc1ccc2[nH]c(C(=O)O)c(CCC(=O)O)c2c1 | 0.0 | 16 | -4
CCc1ccc(C(=O)CN2CCSC2=N)cc1 | -0.1 | 17 | -28
CC(C)=CCCC1=CCC(/C(C)=N/NC(N)=O)CC1 (stereo not drawn) | -1.4 | 10 | -17
O=C(CSc1nnc(CNC(=O)c2cccs2)o1)Nc1ccc(Cl)cc1 | -4.8 | 16 | -18
CCCCC(CC)CN1C(=O)/C(=C/c2ccncc2)SC1=S (stereo not drawn) | / | 15 | -5
O=C1c2ccccc2-c2ccc(C(=O)N3CCCCC3)cc21 | -2.2 | 45 | -13
COc1cccc(NC(=O)CSc2ncnc3c2oc2ccccc23)c1 | -0.3 | 20 | -54
O=C(CCn1c(=O)oc2ccccc21)NCCC1=CCCCC1 | 0.5 | 5 | -33
COc1cc2c(cc1OC)C(c1ccc(Cl)cc1)CC(=O)N2 (stereo not drawn) | 0.2 | 0 | -12
CCCCn1c(-c2ccc(Br)cc2F)nc2c1c(=O)[nH]c(=O)n2CC(C)C | 0.2 | 8 | -20
CC1CCCN(C(=O)Cn2nnc(-c3ccc(N(C)C)cc3)n2)C1 (stereo not drawn) | -1.6 | 7 | -2
Cc1ccc(C)c2c3c([nH]c12)-c1nonc1CC3 | 0.7 | 14 | -15
O=C(Nc1cccc(S(=O)(=O)N2CCCCC2)c1)C1COc2ccccc2O1 (stereo not drawn) | -0.4 | -1 | -2
CC(=O)N1CCc2cc(S(=O)(=O)Nc3ccc(C)cc3)ccc21 | 0.3 | 16 | -15

Screens (PubChem)
